Bioassay records (PubChem BioAssay)
H1N1 NS1A inhibition = H1N1 influenza NS1A inhibitors, functional cell based assay (AID 504329); NS1A functional cell-based assay, percent inhibition; higher % means a stronger effect; inhibition, % at 12.5 µM, or IC50 in µM where a hit was titrated; 340,000 compounds, 0.3% hits; in the data active = a potency from the dose series; inconclusive = inhibition above about 27% without an active follow-up result; also: strong numbers were not always called active
PhoP GFP inhibition = PhoP regulon inhibitors, Salmonella typhi PhoP promoter GFP reporter, confirmatory (AID 1850). 310,000 compounds, 0.33% hits. inhibition, % at 50 µM, or IC50 in µM where a hit was titrated. Salmonella Typhi PhoP-promoter GFP reporter, fluorescence, 4 h; higher % means a stronger effect; in the data active = a potency from the dose series; inconclusive = inhibition mostly from about 25% at the one dose, without a potency; inactive = the rest, 99 in 100 with inhibition below about 19%;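 also: 0% = induced wells with vehicle and 100% = uninduced wells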
tuberculosis growth = growth inhibition of non-replicating M. tuberculosis (AID 488890) | Mycobacterium tuberculosis non-replicating, growth inhibition; higher % means a stronger effect | inhibition, % at 25 µM, or IC50 in µM where a hit was titrated | 320,000 compounds, 0.39% hits; in the data active = a potency from the dose series; inconclusive = inhibition mostly from about 82% at the one dose, without a potency; inactive = the rest, 99 in 100 with inhibition below about 76%;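 also: plate controls were DMSO cells for no effect and high antibiotic wells for full effect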
inhibitors of VEEV = inhibitors of VEEV TC-83 cytopathic effect, confirmation, Vero cells (AID 588727). Vero cells, VEEV TC-83 cytopathic effect inhibition; higher % means a stronger effect. one-dose inhibition, % at 20 µM; IC50 in µM for titrated hits. 350,000 compounds, 0.13% hits; in the data active = a potency from the dose series; inconclusive = inhibition mostly from about 14% at the one dose, without a potency; inactive = the rest, 99 in 100 with inhibition below about 12%; also: strong numbers were not always called active
M. tuberculosis HTS = M. tuberculosis growth inhibition, HTS (AID 449762). M. tuberculosis H37Rv growth inhibition, 7H9 media; higher % means a stronger effect. inhibition, % at 25 µM; hits with a dose series show IC50 in µM. 330,000 compounds, 0.59% hits; in the data active = a potency from the dose series; inconclusive = inhibition above about 70% without an active follow-up result;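 also: bacterial growth assessed after seven days of incubation; strong numbers were not always called active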
inhibitors of VEEV 10K pilot screen = further read-out of inhibitors of VEEV, marked with its call; inhibition, %; measured here: 10K pilot screen inhibition
Active calls of the source: *; i = inactive; u = inconclusive; x = no result given; & = joins results of further samples.

Start of the data: the first 16 records, to show the layout:
SMILES	H1N1 NS1A inhibition	PhoP GFP inhibition	tuberculosis growth	inhibitors of VEEV	M. tuberculosis HTS	others
CCOC(=O)N/N=C/c1ccc(OCCSc2ccc(Cl)cc2)c(OC)c1	-4%	-1%	1%	1.0%	5%
c1ccc2c(c1)CCCC2C1=NCCN1 (configuration not stated)	1%	3%&3%	-3%	1.2%	-2%
CCOCc1nnc(NC(=O)c2cccc(OC)c2)s1	-9%	-11%	-1%	2.1%	4%
COc1cccc(NC=C2C(=O)OC(C)(C)OC2=O)c1	-2%	7%	-19%	i	-10%
O=C(CN1N=C(c2ccc(Cl)cc2)CCC1=O)NCc1cccs1	x	-13%	-8%	x	4%
COc1ccc(S(=O)(=O)N2CCCCCC2)cc1NC(=O)CC1OC(=O)c2ccccc21 (configuration not stated)	-4%	1%	0%	5.2%	4%
CS(=O)(=O)N1CCN(c2ccccc2NC(=O)c2cc(Br)ccc2Cl)CC1	5%	0%	20%	6.7%	0%
O=C1C2C3C=CC(C3)C2C(=O)N1CCN1CCN(S(=O)(=O)c2ccc3ccccc3c2)CC1 (configuration not stated)	3%	-3%	26%	i	-4%
Cc1ccc(N2CCN(C(=O)N3CCCC3)CC2)cc1C	-6%	7%	13%	i	2%
CCCn1ncc(CN2CCN(Cc3ccsc3)C(CCO)C2)c1C (configuration not stated)	-4%	0%	-4%	1.1%	9%
O=C(c1noc2c1CSc1ccccc1-2)N1CCN(c2ccc(Cl)cc2)CC1	-4%	-26%	19%	0.4%	45%
COc1ccc(CN2CCNC(=O)C2CC(=O)NC2CCOCC2)cc1C (configuration not stated)	-1%	x	x	2.2%	x
Cc1ccc(NC(=O)CN2C(=O)NC(C)(C3CC3)C2=O)cc1S(=O)(=O)N1CCCCC1 (configuration not stated)	-13%	x	14%	3.2%	-15%
O=C(Nc1ccc(-c2nnn(CC(=O)N3CCN(C(=O)c4ccco4)CC3)n2)cc1)c1ccc(F)cc1	3%	12%	5%	7.7%	1%
C/C(CC(=O)Nc1ccc(Cl)cc1Cl)=N\NC(=O)c1ccco1	-3%	-6%	62%	1.6%	-2%
CN1CCC[C@@H]1CCNC(=O)c1cccc2c1C(=O)c1ccc(N3CCCC3)cc1S2(=O)=O	0%	x	37%	0.4%	0%

The list itself, from the start:
SMILES	H1N1 NS1A inhibition	PhoP GFP inhibition	tuberculosis growth	inhibitors of VEEV	M. tuberculosis HTS	others
CCOC(=O)N/N=C/c1ccc(OCCSc2ccc(Cl)cc2)c(OC)c1	-4%	-1%	1%	1.0%	5%
c1ccc2c(c1)CCCC2C1=NCCN1 (configuration not stated)	1%	3%&3%	-3%	1.2%	-2%
CCOCc1nnc(NC(=O)c2cccc(OC)c2)s1	-9%	-11%	-1%	2.1%	4%
COc1cccc(NC=C2C(=O)OC(C)(C)OC2=O)c1	-2%	7%	-19%	i	-10%
O=C(CN1N=C(c2ccc(Cl)cc2)CCC1=O)NCc1cccs1	x	-13%	-8%	x	4%
COc1ccc(S(=O)(=O)N2CCCCCC2)cc1NC(=O)CC1OC(=O)c2ccccc21 (configuration not stated)	-4%	1%	0%	5.2%	4%
CS(=O)(=O)N1CCN(c2ccccc2NC(=O)c2cc(Br)ccc2Cl)CC1	5%	0%	20%	6.7%	0%
O=C1C2C3C=CC(C3)C2C(=O)N1CCN1CCN(S(=O)(=O)c2ccc3ccccc3c2)CC1 (configuration not stated)	3%	-3%	26%	i	-4%
Cc1ccc(N2CCN(C(=O)N3CCCC3)CC2)cc1C	-6%	7%	13%	i	2%
CCCn1ncc(CN2CCN(Cc3ccsc3)C(CCO)C2)c1C (configuration not stated)	-4%	0%	-4%	1.1%	9%
O=C(c1noc2c1CSc1ccccc1-2)N1CCN(c2ccc(Cl)cc2)CC1	-4%	-26%	19%	0.4%	45%
COc1ccc(CN2CCNC(=O)C2CC(=O)NC2CCOCC2)cc1C (configuration not stated)	-1%	x	x	2.2%	x
Cc1ccc(NC(=O)CN2C(=O)NC(C)(C3CC3)C2=O)cc1S(=O)(=O)N1CCCCC1 (configuration not stated)	-13%	x	14%	3.2%	-15%
O=C(Nc1ccc(-c2nnn(CC(=O)N3CCN(C(=O)c4ccco4)CC3)n2)cc1)c1ccc(F)cc1	3%	12%	5%	7.7%	1%
C/C(CC(=O)Nc1ccc(Cl)cc1Cl)=N\NC(=O)c1ccco1	-3%	-6%	62%	1.6%	-2%
CN1CCC[C@@H]1CCNC(=O)c1cccc2c1C(=O)c1ccc(N3CCCC3)cc1S2(=O)=O	0%	x	37%	0.4%	0%
Cc1cccc(NS(=O)(=O)c2cn(C)c(=O)n(C)c2=O)c1C	-11%	8%	-7%	1.3%	-7%	inhibitors of VEEV 10K pilot screen=1.6
CCN(CCCNC(=O)CNC(=O)c1nn(-c2ccc(OC)c(OC)c2)c(=O)c2ccccc12)c1ccccc1	13%	-5%	19%	7.8%	0%
COCc1cc(CN(C)C(=O)c2oc3c(F)cccc3c2C)[nH]n1	4%	2%	-8%	2.5%	5%
Cc1ccc(C(=O)COC(=O)c2ccc(Br)o2)cc1C	-8%	8%	u	0.3%	u	inhibitors of VEEV 10K pilot screen=0.9
COc1cc(/C=N/NC(=O)/C(=C\c2ccc([N+](=O)[O-])cc2)NC(=O)c2ccccc2)cc(OC)c1O	8%	-4%	19%	6.7%	-2%
CCC(C)NC(=O)CNC(=O)c1nn(-c2ccc(OC)cc2)c(=O)c2ccccc12 (configuration not stated)	-14%	-10%	6%	0.2%	-1%
S=C(Nc1ccc(Oc2ccccc2)cc1)N(CCCN1CCOCC1)Cc1ccccn1	6%	-1%	u	i	18%
COc1ccc(-n2c(C)c([N+](=O)[O-])c3ccc(O)c(CN(C)C)c32)cc1	14%	-2%	16%	2.5%	-4%
CC(=O)Nc1ccccc1C(=O)C(=O)Nc1ccc(Cl)cc1	7%	9%	2%	0.5%	-10%
N/C(=N\OC(=O)Oc1ccccc1)c1ccc([N+](=O)[O-])cc1	-5%	-4%	12%	1.9%	13%
CCCn1c(SCC(=O)NC2CCCC2)nnc1C(C)C	4%	7%	-8%	1.0%	5%
Cc1ccc(NC(=O)CCn2cccc2)cc1Cl	-4%	5%	64%	4.2%	u
Cc1ccccc1-c1nc(CS(=O)(=O)CC(=O)NCc2ccco2)c(C)o1	5%	-12%	0%	1.4%	-2%
Cc1ccc(N2C(=O)C(Cl)=C(NCc3ccccc3)C2=O)c(C)c1	-17%	12%	27%	1.0%	2%
CN1CCN(C(=S)SCC(=O)Nc2ccc(Cl)cc2C(=O)c2ccccc2)CC1	>100µM*	0%	12%	7.5%	4%
CCC(c1nnnn1CCOC)N1CCN(c2nc3ccccc3s2)CC1 (configuration not stated)	9%	-1%	4%	4.2%	-4%
Cc1ccc2c(c1)c1c3n2CCN(C(=O)Cn2c(-c4ccccc4)noc2=O)C3CCC1 (configuration not stated)	0%	-4%	48%	i	42%	inhibitors of VEEV 10K pilot screen=1.6
CC(C)c1ccc(S(=O)(=O)N2CCN(C(=O)c3cccc(F)c3)CC2)cc1	-5%	1%	17%	0.3%	-1%
c1ccc(CSc2ncnc3c2cnn3Cc2ccccc2)cc1	-1%	6%	69%	i	-6%
C/C(=N\NC(=O)c1c(Br)cnn1C)c1ccc(NC(=O)c2ccc(F)cc2)cc1	2%	-6%	8%	i	11%
O=C(N=C1SCC(=O)N1c1ccccc1Cl)c1ccco1	5%	-15%	35%	4.1%	-6%
C/C(=N\NC(=O)CNc1cccc(C(F)(F)F)c1)c1cccs1	-4%	2%	15%	0.4%	1%	inhibitors of VEEV 10K pilot screen=0.7
Cc1ccccc1NC(=O)C1CCCN(S(=O)(=O)c2ccc(-n3cnnn3)cc2)C1 (configuration not stated)	0%	14%	-14%	i	7%
Cc1cc(C)c(C#N)c(Sc2ccccc2N)n1	14%	-5%	-6%	i	7%
CCCN(C(=O)c1cc(S(=O)(=O)N2CCN(CC)CC2)ccc1Cl)C1CCS(=O)(=O)C1 (configuration not stated)	2%	x	x	0.9%	x
CCOC(=O)C(C)n1cnc2c(nnn2-c2ccccc2)c1=O (configuration not stated)	6%	12%	-7%	0.4%	-16%
COc1ccc(OC)c(CNn2c(-c3ccccc3F)nc3ccccc3c2=O)c1	5%	-4%	10%	8.8%	4%
O=C(NCCC(=O)N1CCN(S(=O)(=O)c2ccccc2Cl)CC1)Nc1ccccc1	-15%	x	30%	0.3%	-10%
CCCNS(=O)(=O)c1ccc(OCC(=O)N2CCc3ccccc3C2)c(C)c1	-1%	1%	15%	5.3%	-4%
Cc1ccc(S(=O)(=O)c2c(C)nn(C(C)(C)C)c2OC(=O)CC(C)C)cc1	-9%	5%	-1%	0.7%	0%
CCCCc1ccc(Nc2nc(N3CCOCC3)nc(N3CCOCC3)n2)cc1	-5%	-3%	30%	2.5%	28%
O=P1(O)C=C(c2ccccc2)OC(c2ccccc2)=C1	0%	-9%	-10%	0.9%	-2%
Cc1cccc(Cc2nnc(CCC(=O)NCc3ccncc3C)o2)c1	-2%	2%	-4%	0.7%	-7%
CSc1nncc(=O)[nH]1	-6%	1%	-4%	1.4%	-3%

(more compounds)
SMILES	H1N1 NS1A inhibition	PhoP GFP inhibition	tuberculosis growth	inhibitors of VEEV	M. tuberculosis HTS	others
COc1ccc(-c2[nH]c(-c3ccc(Cl)cc3)nc2SCC(=O)Nc2nccs2)cc1	12%	-8%	7%	5.0%	-6%
COc1cccc(-c2cc3nc(-c4ccccc4)cc(N4CCC5(CC4)OCCO5)n3n2)c1	-8%	6%	18%	7.1%	u
COCCOC(=O)C1=C(C)NC2=C(C(=O)CCC2)C1c1ccc(N(C)C)cc1 (configuration not stated)	1%	-16%	-1%	0.2%	2%
CC(=O)C1=C(O)C(=O)N(CCCN2CCOCC2)C1c1ccccc1[N+](=O)[O-] (configuration not stated)	x	7%	-10%	x	-10%
COc1ccc(CNCC(=O)Nc2cccc(S(N)(=O)=O)c2)cc1	-2%	-5%	2%	0.6%	11%
CC(=O)N/N=C(\C)CC(=O)Nc1ccc2c(c1)OCCO2	0%	-7%	-12%	0.1%	2%
Fc1ccccc1COc1cccc(/C=N/n2cnnc2)c1	2%	-6%	37%	0.9%	1%
CCCc1cc(-c2n[nH]c(=S)n2C(C)c2ccccc2)cs1 (configuration not stated)	-5%	-4%	-1%	0.9%	-1%
Cc1c(C)n2c(SCC(=O)NCc3ccc4c(c3)OCO4)nnc2[nH]c1=O	-5%	-7%	-4%	i	-3%
Cc1cccc(Nc2nc(N)c([N+](=O)[O-])c(NCc3ccco3)n2)c1	17%	-6%	47%	8.9%	54%
N#C/C(=N\Nc1ccccc1F)c1nc(-c2ccccc2)cs1	-4%	-3%	7%	0.4%	0%
CN(CCc1cn[nH]c1)C(=O)C1CCC(=O)N(CC2CCCCC2)C1 (configuration not stated)	-5%	x	x	0.8%	x
COCCn1c(SCc2cc(=O)n3ccsc3n2)nnc1-c1ccncc1	-7%	1%	-14%	1.6%	-1%
CCC(C)Nc1nc(C)nc2c1oc1ccccc12 (configuration not stated)	0%	11%	2%	0.2%	-1%
Cc1cccc(-n2c(O)c(C=Nc3ccc(Br)cn3)c(=O)[nH]c2=O)c1	-1%	-1%	-8%	i	-2%
CNC(=S)N/N=C/c1ccc(OCc2ccccc2)c(Br)c1	-4%	4%	u	3.0%	1%
CCCCOc1ccc(C(=O)Nc2ccc(N3CCN(C)CC3)cc2)cc1	8%	4%	75%	25µM*	8%
CCN(CC)S(=O)(=O)c1ccc2c(c1)nc(CCC(=O)OCC(=O)Nc1cc(OC)cc(OC)c1)n2C	-6%	-1%	-2%	i	7%
C[C@H]1CCC/C=C/[C@@H]2C[C@H](O)C[C@H]2[C@H](O)/C=C/C(=O)O1	8%&1%	-14%&-1%	-6%&-3%	8.3%&8.2%	1%&-4%
Cc1noc(C)c1CSCC(=O)N(C)CC(=O)Nc1ccc(F)cc1	11%	-17%	17%	i	8%
CC(=O)Nc1ccc(S(=O)(=O)NCCC(=O)NCCc2ccc(F)cc2)cc1	2%	-4%	5%	3.4%	-1%
COc1ccc(Nc2nc(NCc3ccco3)nc(N/N=C/c3ccc(O)cc3)n2)cc1	1%	-3%	63%	9.2%	5%
CC[C@H](C)[C@H](NC(=O)c1ccc(Cl)cc1)C(=O)OCC(=O)c1ccc2c(c1)NC(=O)CO2	5%	8%	-12%	3.2%	-6%
CCOC(=O)c1ccc(NC(=O)c2sc3nc4n(c(=O)c3c2C)CCC4)cc1	9%	-2%	0%	i	4%
